From PubChem
EP2 mod: modulators of human EP2 prostaglandin E2 receptor; P43116; EP2-expressing cells, cAMP HTRF FRET, PGE2 co-stimulation; induction, % at 25 µM; 260,000 tested, 0.83% active; AID 940;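 active means compounds whose cAMP rise, as percent of the full-agonist control response, exceeds 60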;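 further: rat C6 glioma line stably carrying human EP2 under a CMV promoter; the protocol text gives 20 µM as final concentration; 100% = response of wells given 1 µM PGE2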
Target sequence (P43116 whole entry, looked up): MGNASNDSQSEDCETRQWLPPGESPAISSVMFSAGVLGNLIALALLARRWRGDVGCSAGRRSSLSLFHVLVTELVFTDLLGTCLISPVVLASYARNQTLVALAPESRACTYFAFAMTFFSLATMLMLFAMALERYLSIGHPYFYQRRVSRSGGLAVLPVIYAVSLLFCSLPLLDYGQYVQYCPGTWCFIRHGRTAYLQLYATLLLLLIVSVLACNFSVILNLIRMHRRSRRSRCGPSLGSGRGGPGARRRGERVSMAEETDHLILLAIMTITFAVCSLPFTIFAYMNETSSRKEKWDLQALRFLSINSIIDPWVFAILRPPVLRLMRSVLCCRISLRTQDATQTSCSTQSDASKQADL
TbHK1 inh: blocks Trypanosoma brucei hexokinase 1 activity; inhibition, % at 10 µM; AID 1430; recombinant TbHK1, G6PDH-coupled NADH A340; 220,000 tested, 0.11% active;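 active means inhibition of 50% or more in the single-dose primary screen; inactive means inhibition below 50%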
EP2 antag: blocks the human prostaglandin E2 receptor EP2; inhibition, % at 25 µM; AID 1422; 260,000 tested, 0.52% active; P43116; C6 glioma cells expressing human EP2, cAMP TR-FRET; cells stimulated with saturating PGE2;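 active means percent inhibition above 40 after rounding to a whole number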;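 further: rat C6 glioma host cells with rolipram phosphodiesterase inhibitor present; the protocol text gives 20 µM as final concentration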
zVAD death inh: blocks zVAD induced death of L929 cells | viability rescue, % at 10 µM | 220,000 tested, 0.38% active | L929 zVAD necroptosis rescue, ATP luminescence, 24 h; with zVAD 60 µM;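 active means activation, scaled between plate controls, above about 75%, limit read from the data; inactive means activation under that limit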;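 further: 0% = zVAD with DMSO and 100% = DMSO alone without zVAD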
eIF4E 4G PPI: blocks eIF4E binding to eIF4G; P63073+Q04637; TR-FRET eIF4E-eIF4GI(517-606) binding, 2 h; inhibition, % at 21.7 µM; 220,000 tested, 0.37% active;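 active means inhibition above about 30%, limit read from the data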;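 further: 0% = full FRET control wells and 100% = background wells lacking eIF4GI fragment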
Hck Nef HTS: human Hck-Nef kinase inhibition; AID 463187; P08631; 220,000 tested, 0.68% active; inhibition, % at 20 µM; Recombinant Hck-YEEI plus Nef, Z-Lyte FRET kinase assay;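 active means Hck-Nef kinase inhibition above about 50%, limit read from the data; inactive means inhibition below that limit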;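 further: 0% = DMSO with Hck plus Nef and 100% = Hck alone without Nef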
Calpain2 inh: inhibitors of pig calpain II. inhibition, % at 16 µM. purified calpain II, fluorogenic peptide substrate, 30 min. 220,000 tested, 0.37% active;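 active means inhibition above about 50%, limit read from the data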
Rad51 HR inh: Rad51 (human) homologous recombination inhibition. AID 1385. 200,000 tested, 0.085% active. hRad51 DNA strand exchange, fluorescence dequenching. Q06609. inhibition, % at 10 µM;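 active means inhibition above 40% at the single screening dose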;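 further: 0% = DMSO control wells and 100% = blanks with heterologous ssDNA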
Target sequence (Q06609 whole entry, looked up): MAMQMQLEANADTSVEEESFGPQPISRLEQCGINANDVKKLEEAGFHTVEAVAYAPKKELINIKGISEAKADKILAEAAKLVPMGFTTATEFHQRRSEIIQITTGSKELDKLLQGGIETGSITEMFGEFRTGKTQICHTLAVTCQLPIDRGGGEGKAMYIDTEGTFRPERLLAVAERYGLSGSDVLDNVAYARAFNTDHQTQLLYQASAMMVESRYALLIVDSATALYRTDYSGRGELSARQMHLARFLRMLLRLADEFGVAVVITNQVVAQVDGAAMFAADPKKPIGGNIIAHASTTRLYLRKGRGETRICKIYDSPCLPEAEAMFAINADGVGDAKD
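Test system: preformed human Rad51 ssDNA filaments; also added: Donor/quencher-labelled 47-bp dsDNA substrate; doses: 10 µM final, single point; times: 37 °C 15-min filament assembly, 30-min compound preincubation, 15-min exchange; detection: FRET fluorescence dequenching, excitation 485 nm, emission 520 nm; read-out basis: Fluorescence-based percent inhibition, control- and blank-normalised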
14-3-3 Bad PPI: disrupts binding of bovine 14-3-3 zeta to phospho-Bad peptide; P63103; TR-FRET 14-3-3zeta/Dy647-pBad peptide displacement, 1 h; inhibition, % at 21.7 µM; 220,000 tested, 0.71% active; AID 781;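 active means inhibition above about 70%, limit read from the data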;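 further: 0% = full 14-3-3 plus peptide FRET controls and 100% = background without 14-3-3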
Target sequence (P63103 whole entry, looked up): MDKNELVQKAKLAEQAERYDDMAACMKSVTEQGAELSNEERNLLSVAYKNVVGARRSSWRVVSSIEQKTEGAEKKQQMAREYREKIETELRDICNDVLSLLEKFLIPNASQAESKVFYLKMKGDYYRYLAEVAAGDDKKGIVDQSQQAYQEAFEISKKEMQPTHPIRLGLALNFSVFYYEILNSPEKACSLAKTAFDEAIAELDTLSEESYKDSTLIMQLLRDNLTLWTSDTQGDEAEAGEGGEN
* marks the source's active call; other numbers are inactive results; nt = no result given; & = joins results of further samples; ! = repeats disagree; [ ] = remark or other dose. Only part of the results is shown (hit frequency here may not be typical).

compound	14-3-3 Bad PPI	Hck Nef HTS	Rad51 HR inh	eIF4E 4G PPI	zVAD death inh	TbHK1 inh	EP2 antag	EP2 mod	Calpain2 inh
CCCCCC(=O)NNC(=O)Cc1ccc([N+](=O)[O-])cc1	0	15	nt	1	-0.3	-6	6	-8	28
CCc1ccc(NC2=NCC(c3ccccc3)S2)cc1 (stereo not given)	-3	21	7	-3	66	1	4	-19	34
COc1cc(OC)c2ccc(=O)oc2c1C(CCN1CCCCC1)c1ccc(N(C)C)cc1 (stereo not given)	-4	36	5	0	-0.7	-17	4	12	-19
CCCOc1ccc(/C=N\NC(=O)CCc2n[nH]c(=O)[nH]c2=O)cc1OC	8	3	-5	-4	0.5	-7	7	-14	28
Brc1ccc(-c2cnc(-c3cccs3)o2)cc1	-9[fluorescence artefact?]	0	-4	-7	0.0	18	6&16	61*!	-141
CN1CCN(C(=O)CCCOc2cc(=O)n(C)c3ccccc23)CC1	5	-19	1	-1	0.2	3	4	6	3
COCCn1c(C)cc(/C=C2/NC(=O)N(c3ccc(Cl)cc3)C2=O)c1C	-8	5	0	12[fluorescence artefact?]	0.8	-6	4	12	-18
COCCNC(=O)CSc1nnc(CCCN2C(=O)c3cccc4cccc(c34)C2=O)n1-c1ccccc1	-3	6	12	3	0.4	-22	5	-16	-13
O=C(Nc1cccc(OC(F)(F)F)c1)c1ccc(Br)o1	2	2	-4	1	0.6	6	4	-18	22
O=C1NC(=Nc2ccccc2)CS1	2	6	-32	-2	0.0	-10	13	-9	13
COc1ccc(N(C(=O)c2ccccc2C)S(=O)(=O)c2cccs2)cc1	-9[fluorescence artefact?]	-1	-8	1	0.2	29	10	23	1
c1ccc(N2CCN(c3ncnc4c3oc3ccccc34)CC2)cc1	nt	2	nt	nt	0.1	-3	nt	-33	-52
Cn1c(=O)oc2cc(S(=O)(=O)N3CCC(C(=O)NCc4cccs4)CC3)ccc21	9	1	16	-6	0.5	-5	11	10	-8
O=C(c1ccco1)n1nc(-c2ccccc2)nc1SCc1ccccc1	-7	1	9	1	0.0	-8	29	0	18
Nc1nnnn1/N=C/c1ccccc1OCc1ccc(Cl)cc1Cl	38[fluorescence artefact?]	13	-6	-25	-0.3	17	8	27	-21
C=CCc1c(C)nc(SCC(N)=O)[nH]c1=O	-2	-2	-7	6	-0.5	-8	7	0	19
Cc1nnc(SCC(=O)N2CCC(C(=O)Nc3nccs3)CC2)n1Cc1ccccc1	1	1	-2	-1	0.1	4	11	32	-12
CN(C)c1ccc(C2C=C(c3ccc(Cl)cc3OC(F)F)Nc3ncnn32)cc1 (stereo not given)	-13	nt	-64	5	nt	nt	14	-23	-52
O=c1c(Cc2ccccc2)c(O)ccn1C1CCCCCCC1	-15	0	6	-9	2.9	0	6	42	1
C/C(=N\N1CCN(Cc2ccccc2Cl)CC1)c1ccc([N+](=O)[O-])cc1	2	12	nt	2	-0.8	-11	5	12	30
O=C(C1CCN(S(=O)(=O)c2cccc3cccnc23)CC1)N1CCN(C2CCCC2)CC1	7	-2	nt	4	nt	-5	9	25	-5
O=C(NC1CCCCC1)N1CCCC(CNS(=O)(=O)Cc2ccccc2)C1 (stereo not given)	-1	18	5	-1	5.2	-2	9	18	-30
CCn1c(=O)cc(SCC(=O)N2CCN(C)CC2)c2ccccc21	nt	-16	-1	nt	0.1	-10	10	36	-42
O=C(COC(=O)c1ccc(Br)o1)NCCCc1ccccc1	6	3	-8	-8	0.5	-4	11	-17	-32
COC(=O)Cc1nnc(Nc2cccc(C)c2)c2ccccc12	0	13	21	-5	1.1	-29	6	-19	-12
CN1C(=CC=C2C=C(I)C(=O)C(I)=C2)C(C)(C)c2ccccc21	-3	11	-16	0	-2.9	-4	12	-6	-2
CSc1nnc(-c2sc3cc(C(F)(F)F)cnc3c2-c2ccccn2)n1C	5	1	-14	-3	-0.6	-6	11	14	-106
Cc1ccc(C)c2[nH]c(=O)c(C(c3nnnn3Cc3ccco3)N3CCc4ccccc4C3)cc12 (stereo not given)	-14[fluorescence artefact?]	1	-22	-50[fluorescence artefact?]	0.9	-6	14&11	9&1	-370
CCCS(=O)(=O)N1CCN(c2cc3c(cc2[N+](=O)[O-])n(C)c(=O)n3C)CC1	1	-1	nt	3	-0.8	-13	4	-8	23
CN(C)S(=O)(=O)c1ccc(C(=O)OCc2nnc(-c3ccccc3)o2)cc1	-4	15	nt	-2	0.4	-12	5	-15	-22

Reprinted from the part before: 2 compounds, followed by the next part.
compound	14-3-3 Bad PPI	Hck Nef HTS	Rad51 HR inh	eIF4E 4G PPI	zVAD death inh	TbHK1 inh	EP2 antag	EP2 mod	Calpain2 inh
CCCS(=O)(=O)N1CCN(c2cc3c(cc2[N+](=O)[O-])n(C)c(=O)n3C)CC1	1	-1	nt	3	-0.8	-13	4	-8	23
CN(C)S(=O)(=O)c1ccc(C(=O)OCc2nnc(-c3ccccc3)o2)cc1	-4	15	nt	-2	0.4	-12	5	-15	-22
Cc1cc(C(=O)Nc2nc3c(s2)CCCC3)no1	0	0	-1	-6	-0.5	-14	9	-4	-6
CCOC(=O)NCc1ccc(Cl)c(Cl)c1	-11	2	1	3	1.5	6	6	12	6
CN1C2C=C(N(CCc3c[nH]c4ccccc34)C(=O)c3ccc(Cl)cc3)CC1CC2 (stereo not given)	-12	1	3	-10	0.2	6	7	-19	-2
Cc1ccc(C(C)C)c(OCCNS(C)(=O)=O)c1	2[fluorescence artefact?]	0	-3	2[fluorescence artefact?]	-0.3	6	7	9	10
O=[N+]([O-])c1ccc(OCc2cnc(Cl)s2)c([N+](=O)[O-])c1	-9	-12	8	3	1.2	-5	2	-17	4
COc1cc(-c2[nH]ncc2CN2CCSCC2)cc(OC)c1OC	-3	-8	nt	1	7.3	-4	8	42	-14
Cc1cccc(NC(=O)C2CCN(S(=O)(=O)c3c(C)[nH]c(=O)[nH]c3=O)CC2)c1	0	0	nt	-6	nt	9	13	24	16
CC(C)OC(=O)N(C)c1ccc(C(O)(C(F)(F)F)C(F)(F)F)cc1	0	-2	4	6	77*	0	3	-2	-7
CCOC(=O)Nc1ccc(S(=O)(=O)N(C)C(C)C)cc1	13	8	-2	1[fluorescence artefact?]	0.9	1	4	18	-5
COc1ccc(-c2cnc(NCc3cc4c(cc3[N+](=O)[O-])OCO4)n2C)cc1	-31	3	-2	-1[fluorescence artefact?]	0.2	-8	13	6	11
Cc1nc(-c2ccccc2)[nH]c(=O)c1Oc1ccc(Cl)cc1Cl	-15	8	23	-3	0.7	-2	5	-10	-5
CCN(CC)C(=O)c1sc(NC(=O)c2cccs2)c(C#N)c1C	-8	27	-15	3	0.0	-24	6	13	7
O=S(=O)(c1ccccc1)N1CCN(C(=S)NCCCN2CCOCC2)CC1	-8	-1	4	6	0.9	3	7	-5	22
C/C(CCN1CCc2nc(-c3ccccc3)c(-c3ccccc3)cc2C1)=N\OC[C@@H](C)[C@H](OCc1ccccc1)C(C)C	5[fluorescence artefact?]	-7	-9	2	8.2	6	3	23	30
Cc1nn2c(N3CCN(CCO)CC3)c3c(nc2c1-c1ccccc1)CCCC3	1	3	4	-2	0.6	-21	5	-33	5
Cn1cnnc1SCc1ccc(C#N)cc1	8	-1	nt	-13	0.5	-8	16	-15	6
COc1ccc(/C=N/Nc2ccccn2)cc1OC	-4	26	-7	1	88*	-79	4	13	8
S=c1[nH]nc(-c2cc(-c3ccccc3)n[nH]2)n1/N=C/c1cccs1	5	7	-10	6	2.2	27	2	-7	30
COc1ccc(-c2nc(N)n(C(=O)c3ccccc3)n2)cc1	-8	-36	4	0	0.1	1	7	13	-8
O=C(Nc1ccc(Cl)c(Cl)c1)Nc1ccc(N2CCCC2)c(S(=O)(=O)Nc2ccccc2Cl)c1	-5	2	-4	3[fluorescence artefact?]	3.6	5	9	-49	-3
C#CCOCCOCCOCCNc1nc(N2CCN(C(=O)[C@H](CCC(=O)O)n3cc(C(N)Cc4ccc(O)cc4)nn3)CC2)nc(N2CCN(C(=O)[C@H](Cc3ccc(O)cc3)n3cc(C(N)CC(C)C)nn3)CC2)n1 (stereo not given in full)	10	14	3	7	-0.2	-14	17	18	-2
Cc1ccc(Nc2nc(N)c([N+](=O)[O-])c(N3CCCC(C)C3)n2)cc1C (stereo not given)	0[fluorescence artefact?]	2	8	1	5.0	-3	3	50	13
Cn1c(=O)c2c(nc(Br)n2C)n(C)c1=O	-6	-2	-11	6	-0.3	-9	7	15	-33
CCn1c(SCC(=O)NCCOC)nc2sc3c(c2c1=O)CCCC3	8	1	-2	-7	-0.2	-13	7	-18	-14
COc1cc(OC)cc(C(=O)Nc2nc3ccc(S(C)(=O)=O)cc3s2)c1	21	7	-3	5	-1.1	-9	11	-15	32
CC(C)CCNC(=O)C1CC(c2ccccc2C(F)(F)F)=NO1 (stereo not given)	-5	34	2	-3	0.8	-8	6	-13	6
CC(Oc1ccc(Cl)cc1Cl)c1nc(-c2ccccn2)no1 (stereo not given)	-5	0	-2	0	-0.1	-8	8	-37	-7
COc1ccc(N2CCN(CCCNC(=O)c3cc4sccc4n3C)CC2)cc1	1	0	-8	-5	0.6	-3	8	-19	0
Cc1nc(N)c(C#N)c(-c2cccnc2)c1C	8[fluorescence artefact?]	0	2	-5	-0.3	-14	9	30	-13
CN(C)c1ccc(-c2cccc(C3CC=CC4C3C(=O)N(Cc3ccccc3)C4c3ccc4ccccc4c3)c2)cc1 (stereo not given)	-9	22	-2	-10	1.0	-26	-3	-12	-108

(more compounds)
compound	14-3-3 Bad PPI	Hck Nef HTS	Rad51 HR inh	eIF4E 4G PPI	zVAD death inh	TbHK1 inh	EP2 antag	EP2 mod	Calpain2 inh
CCOC(=O)C1=C(Nc2ccccc2)CC(C)(O)C(C(=O)OCC)C1c1ccc(Cl)cc1 (stereo not given)	0	1	-6	0[fluorescence artefact?]	-0.4	-4	5	23	34
Cn1nc(-c2ccc(C(=O)Nc3cccnc3)cc2)c2ccccc2c1=O	5	2	4	2	-0.1	4	4	18	14
COCCCNC(=O)C1CC(=O)OC1c1ccc(OC)c(OC)c1 (stereo not given)	-2[fluorescence artefact?]	6	-3	-5	-0.1	2	10	18	14
Cc1ccccc1OCC(O)CN1CCN(c2ccc(Cl)cc2)CC1 (stereo not given)	1	14	nt	-17	0.2	0	3	-5	27
CCOC(=O)Cc1csc(N/N=C/c2ccc(Cl)cc2)n1	0	12	18	2	3.7	-25	7	-5	-22
Cc1cccc(NC(=O)COc2ccc(/C=N\n3cnnc3)cc2)c1	2	4	nt	-1[fluorescence artefact?]	1.5	-3	7	-4	-1
O=C(Nc1cccc2c1CCCC2)C1CCN(C(=O)NC2CCCCC2)CC1	5[fluorescence artefact?]	2	7	0[fluorescence artefact?]	6.8	-1	1	25	7
CCOC(=O)c1c(C)c(C(=O)NCC2CCCO2)c(C)n1CC (stereo not given)	11	2	5	-8[fluorescence artefact?]	2.8	1	5	36	-2
N#C/C(=N\Nc1ccc(F)cc1)C(=N)N1CCCCC1	-11[fluorescence artefact?]	4	-6	6	0.1	-28	8	-18	-8
CC(Nc1nc(-c2ccc3c(c2)NC(=O)CO3)cs1)c1ccccc1 (stereo not given)	-9	137*	-5	-2	61	-2	4	-53	-23
CN1CCN(S(=O)(=O)c2ccc(Br)s2)CC1	-11	1	-7	-2	2.4	2	15	16	6
